Bioassay records from PubChem.
TSG101-PTAP inh = blocks PTAP/TSG101 interaction to inhibit HIV-1 budding; Fluorescence polarization, FITC-PTAP peptide / Tsg101 binding; Potency, µM (highest dose often 115 µM), inactives show at the highest dose activity change, negative = inhibition, most hits filed as inhibitors; 340,000 tested, under 10 active; active = well fitted inhibition curve with a large enough effect in the main read-out, with a control signal flat, not every such curve was filed as active; inconclusive = small, poorly fitted or top-dose-only effect, or effect the other way, or a change in a side signal; inactive = no such curve, though single readings can be large or run the other way; note: potency is the fitted concentration of half-maximal effect; % of control where 0% means no effect
Target sequence (Q99816 whole entry, looked up): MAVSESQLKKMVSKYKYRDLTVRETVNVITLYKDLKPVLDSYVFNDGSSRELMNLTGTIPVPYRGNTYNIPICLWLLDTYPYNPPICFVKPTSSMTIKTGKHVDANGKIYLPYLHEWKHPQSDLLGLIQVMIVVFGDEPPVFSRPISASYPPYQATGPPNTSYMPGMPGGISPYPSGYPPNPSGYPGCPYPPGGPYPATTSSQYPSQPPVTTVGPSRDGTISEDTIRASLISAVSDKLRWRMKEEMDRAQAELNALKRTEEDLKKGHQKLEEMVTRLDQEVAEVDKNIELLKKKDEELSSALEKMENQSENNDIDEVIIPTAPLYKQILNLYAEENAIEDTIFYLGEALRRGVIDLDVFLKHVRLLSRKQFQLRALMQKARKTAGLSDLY
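FP read-out: FITC-PTAP peptide, 50 nM final, binding Tsg101 binding domain, 10 uM final; 20 min, r.t.; 10 mM HEPES pH 7.5, 0.15 M NaCl, 0.01% Tween 20, 3 mM EDTA, 0.1 mM TCEP.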
TCR activator = T cell receptor activation | Potency, µM (highest dose often 9.22 µM), for the others: at the top dose activation of IL-2 secretion, hits mostly activators | AID 504894 | primary human leukocytes, anti-CD3, IL-2 HTRF, 48 h | 330,000 tested, under 10 active; note: % of control where 0% means no effect
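Human primary leukocytes + a-CD3 beads + cpd, 48 hr; IL-2 in supernatant by HTRF (ex 320nm / em 665nm). No co-stimulatory signal supplied.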
Integrin act MD = integrin-mediated muscular dystrophy alleviation activation; alpha7betagal myoblasts, beta-gal FDG fluorescence, 48 h; Potency, µM (titrated, usually from 38.3 µM), for the others: top-dose activation, actives largely listed as activators; AID 624291; hit rate 0.064% among 350,000;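 note: potency is the fitted concentration of half-maximal effect; 100% = response of the positive control SU9516; nearly all actives have a fitted effect of over 60% in size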
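Alpha7betagal+/- myoblasts (passage 13) were plated 16-24 hr, then exposed to compounds (1:260 dilution of DMSO stock) for 48 hours at 37C. After MPER lysis, β-galactosidase reporter activity was read as FDG fluorescence (ex 480/em 540) after 30 minutes.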
CXXC DNA block = MLL CXXC-DNA interaction inhibition | Q03164 | MLL-CXXC / FITC-HOXA9 DNA fluorescence polarization | Potency, µM (top dose mostly 115 µM), inactives show at the top dose activity change, negative = inhibition, hits mostly inhibitors | hit rate 0.037% among 290,000; active = well fitted inhibition curve with a large enough effect in the polarisation, with a control signal flat, not every such curve was filed as active; inconclusive = small, poorly fitted or top-dose-only effect, or effect the other way, or a change in a side signal; inactive = no such curve, though single readings can be large or run the other way; the % refers to the polarisation; note: potency is the fitted concentration of half-maximal effect
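Fluorescence polarization: 7 uM MLL-CXXC (stock) preincubated 5 min with compounds, then 50 nM fluorescein-HOX-A9 DNA (stock) added; 30 min ambient. Buffer 50 mM Tris-HCl pH 7.5, 50 mM NaCl, 1 mM DTT, 0.05% BSA.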
A-T KAP1 phos = potential ataxia-telangiectasia treatments restoring KAP-1 phosphorylation | […] A-T fibroblasts, KAP-1 phosphorylation AlphaLISA; neocarzinostatin DNA damage 30 min before lysis | Potency, µM (highest dose often 57.5 µM), for inactives: top-dose activation, most hits filed as activators | hit rate 0.19% among 320,000 | AID 485349; note: potency is the fitted concentration of half-maximal effect; % of control where 0% means no effect; nearly all actives have a fitted effect of over 45% in size
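hTERT-immortalized A-T patient fibroblasts ([…]), 500 cells/well in OPTI-MEM, 1% FBS, got compounds for 60 min, then NCS for 30 min at 37C. Lysates were then assayed for phospho-KAP-1 by AlphaLISA (anti-pKAP1 donor, anti-KAP1 acceptor beads), 6 hr at 25C.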
B2AR arrestin = beta2AR (human) beta-arrestin recruitment activity | Potency, µM (top dose mostly 46.1 µM), for the others: at the top dose activation, hits mostly activators | hit rate 0.02% among 330,000 | beta-arrestin recruitment to beta2AR, cell-based reporter | P07550;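 note: potency is the fitted concentration of half-maximal effect; 0% = DMSO controls and full agonism = EC100 isoproterenol or metaproterenol; nearly all actives have a fitted effect of over 65% in size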
Target sequence (P07550 whole entry, looked up): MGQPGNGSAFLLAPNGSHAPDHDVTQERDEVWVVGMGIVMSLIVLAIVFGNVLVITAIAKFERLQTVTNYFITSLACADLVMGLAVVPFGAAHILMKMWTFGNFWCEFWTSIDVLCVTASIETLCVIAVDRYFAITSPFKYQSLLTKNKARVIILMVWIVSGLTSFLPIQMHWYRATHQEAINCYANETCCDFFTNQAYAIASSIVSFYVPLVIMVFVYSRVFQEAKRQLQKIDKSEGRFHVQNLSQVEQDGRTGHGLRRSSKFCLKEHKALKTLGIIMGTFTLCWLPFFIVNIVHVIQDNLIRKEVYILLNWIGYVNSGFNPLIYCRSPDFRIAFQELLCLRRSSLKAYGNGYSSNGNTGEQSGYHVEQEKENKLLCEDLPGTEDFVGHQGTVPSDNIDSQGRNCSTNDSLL
TRPV1 ag = human TRPV1 agonism; Q8NER1; TRPV1-expressing cells, Fluo-8 calcium influx, agonist mode; activation, % at 8.33 µM; hit rate 0.19% among 320,000; AID 540275; in the data active = activation above about 80%; inconclusive = between about 30% and that limit; note: 0% is about no effect
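Cells expressing TRPV1 were dye-loaded with Fluo-8 and read kinetically: 10 s baseline, 3 min after compound (agonist portion), then 2 min after EC20 capsaicin (allosteric enhancer portion). Calcium-bound dye fluorescence at 480/520 nm.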
BRCA1 expr up = activators of BRCA1 expression; Potency, µM (doses to about 46.1 µM), for the others: at the top dose activation, usual class: activators; MCF7-BRCA1-FFLuc reporter, luminescence, 48 h; response scale: scaled: vehicle 0%, 10 µM genistein 100%; hit rate 1.1% among 380,000; note: potency is the fitted concentration of half-maximal effect; nearly all actives have a fitted effect of over 80% in size; some results filed as inactive show a strong effect at the top dose
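Reporter cells (MCF7, BRCA1 promoter-firefly luciferase) received library compounds across a concentration series for 48 h. End-point luminescence was measured and concentration-effect curves derived after normalization.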
p53 reactivator = restores transcriptional activity of mutant p53; AID 504706; hit rate 0.063% among 320,000; Potency, µM (top dose mostly 92.2 µM), without a hit: at the top dose activity change, positive = activation, most hits filed as activators; H1299 p53-A138V BP100-luciferase reporter, luminescence, 24 h; note: potency is the fitted concentration of half-maximal effect; % of control where 0% means no effect; nearly all actives have a fitted effect of over 45% in size
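p53-null H1299 cells stably carrying temperature-sensitive p53-A138V and a BP100-luciferase reporter were pinned with compounds (4-point, 1:5 series) and held 24 hrs at 37 deg C. Luminescence was read 10 min after detection reagent.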
ELG1 repair inh = ELG1-dependent DNA repair inhibition; HEK293T ELG1-luciferase reporter, luminescence, 16 h; DNA damage induced by 5-fluorouridine; Potency, µM (doses to about 46.1 µM), without a hit: top-dose activity change, negative = inhibition, most hits filed as inhibitors; hit rate 2.3% among 330,000; AID 504467; note: potency is the fitted concentration of half-maximal effect; % is set by controls: 0 for no effect and ±100 for the full control effect; nearly all actives have a fitted effect of over 55% in size
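Quantitative HTS, concentration-response format. 2,000 cells/well co-treated with 5-fluorouridine and compound, 16 hr in 5% CO2 at 37 °C; ONE-Glo luminescence read after 30 min.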
* = called active by the depositor; ? = inconclusive; / = no result given; [ ] = another dose, or the depositor's remark. Unless noted, calls come from the whole dose curve; as a rule, active = well fitted curve in the direction sought with a large enough effect; inconclusive = small, poorly fitted or top-dose-only effect, or another doubt; inactive = no such curve, though single readings can be large; an effect the other way counts as inactive or inconclusive.

SMILES	TSG101-PTAP inh	TCR activator	Integrin act MD	CXXC DNA block	A-T KAP1 phos	B2AR arrestin	TRPV1 ag	BRCA1 expr up	p53 reactivator	ELG1 repair inh
C/[N+]([O-])=C\c1coc2ccccc2c1=O	-6%	7%	10%	-8%	/	-0.2%	-1	3%	-3%	19%
CCOC(=O)CSc1nnc(-c2ccc(OC)cc2OC)o1	2%	6%	11%	-6%	-13%	-0.7%	1	-15%	4%	11%
COC(=O)C(Cc1ccc(OC(=O)c2ccccc2Cl)cc1)N1Cc2ccccc2C1=O (stereo not given)	-5%	-2%	-7%	167%[activator]	3%	3.3%	-1	6.3µM*	?	?
CS(=O)(=O)c1ccccc1-c1nc(-c2cccc(Cl)c2)no1	0%	2%	8%	22%	-2%	-0.2%	11	1%	10%	-8%
COc1ccc2cc3cc(C(=O)NCc4ccco4)oc3nc2c1	-4%	/	-13%	1%	/	0.2%	1	3%	4%	7%
Cc1cc(C(=O)N2CCN(S(=O)(=O)c3ccc(C)c(C)c3)CC2)no1	-1%	-3%	8%	/	-2%	-0.1%	-6	0%	-6%	0%
Cc1cc(Oc2nc3ccccn3c(=O)c2/C=C(\C#N)C(=O)NC2CCS(=O)(=O)C2)ccc1Cl (stereo not given)	-5%	-4%	-1%	10%	15%	0.4%	2	-30%	4%	-1%
O=C(CS(=O)(=O)Cc1ccccc1)N1CCc2ccccc21	-14%	3%	-7%	-3%	12%	-0.1%	8	71%	22%	?
O=C(C(=O)N1CCc2ccccc2C1)c1cn(CC(=O)N2CCOCC2)c2ccccc12	-3%	-6%[46.1 µM]	-18%	-1%	2%	-0.7%	3	-10%	-11%	9%
CCN(CC)CCNC(=O)c1nn(-c2ccc(Cl)cc2)c2c1CCc1cc(OC)ccc1-2	-10%	-4%	0%	/	/	/	/	-87%[inhibitor]	/	/
CCN(CC)C(=O)c1ncn(Cc2ccccc2)c1C(=O)N(CC)CC	-1%	2%	4%	/	-4%	-3.1%	2	-2%	28%	12%
Cc1onc(-c2ccccc2)c1C(=O)N1CCCN(C(=O)c2c(-c3ccccc3)noc2C)CC1	-6%	3%	4%	3%	6%	0.0%	3	0%	-11%	-10%
CN(Cc1ccccc1)C(=O)c1ccc(NC(=O)Cc2ccc(NC(=O)C3CCCN(C(=O)CCc4ccccc4)C3)cc2)cc1 (stereo not given)	-1%	-3%	-2%	/	/	/	/	-43%	/	/
CCc1ccccc1OCC(=O)NCC1COc2ccccc2O1 (stereo not given)	4%	3%	5%	/	-2%	-0.5%	/	-11%	0%	1%
COCC(=O)N(Cc1cc2cc(C)ccc2[nH]c1=O)c1ccc(C)c(C)c1	2%	/	0%	1%	3%	2.7%	-2	0%	12%	27%
CCO/N=C(/C)c1c(O)cc(C(C)(C)C)n(-c2ccccc2)c1=O	0%	-2%[46.1 µM]	12%	7%	3%	-0.7%	3	0%	29%	7%
CC(=O)c1cccc(CN2CCC(C(=O)Nc3ccc(-c4cccc(C)c4)cc3)CC2)c1	-1%	0%	-62%[inhibitor]	36%[activator]	-8%	0.4%	-3	-54%	9%	5%
CSCCC(NC(=O)c1ccccc1Cl)C(=O)NNC(=O)c1ccncc1 (stereo not given)	-2%	-6%	30%	/	-1%	0.0%	-1	-6%	9%	-1%
Cc1oc2c(CN3CCCCC3C)c(O)ccc2c(=O)c1-c1ccc(Br)cc1 (stereo not given)	-4%	-2%	9%	33%	-7%	-0.2%	-5	-7%	-6%	-20%
CCCCNC(=S)Nc1ccccc1F	-5%	3%	-58%[inhibitor]	0%	5%	-0.3%	0	5%	6%	-5%
COc1ccc(Cl)cc1C(=O)NCCCSc1ccccc1	1%	2%	7%	19%	3%	0.2%	21	-12%	-3%	-17%
CCn1nnc(NC(=O)c2c(OC)cccc2OC)n1	-2%	1%	0%	-4%	-4%	0.2%	-2	2%	5%	4%
CC(=O)COc1ccc2c(-c3ccccc3)cc(=O)oc2c1C	-2%	/	2%	-4%	3%	-0.5%	25	-3%	-10%	?
Cc1ccc(O)c(C(=O)CC(=O)c2ccc(Cl)cc2)c1	-3%	-2%	?	0%	9%	0.2%	?	21%	?	?
COCCCN1CC(=O)N2C(c3cccc(OC)c3)c3[nH]c4ccccc4c3C[C@H]2C1=O (stereo not given in full)	-7%	-2%	0%	-16%	?	-0.5%	3	-14%	-3%	1%

Of the compounds above, these contain an NH in an aromatic ring.
SMILES	TSG101-PTAP inh	TCR activator	Integrin act MD	CXXC DNA block	A-T KAP1 phos	B2AR arrestin	TRPV1 ag	BRCA1 expr up	p53 reactivator	ELG1 repair inh
COCC(=O)N(Cc1cc2cc(C)ccc2[nH]c1=O)c1ccc(C)c(C)c1	2%	/	0%	1%	3%	2.7%	-2	0%	12%	27%
COCCCN1CC(=O)N2C(c3cccc(OC)c3)c3[nH]c4ccccc4c3C[C@H]2C1=O (stereo not given in full)	-7%	-2%	0%	-16%	?	-0.5%	3	-14%	-3%	1%

Following part
SMILES	TSG101-PTAP inh	TCR activator	Integrin act MD	CXXC DNA block	A-T KAP1 phos	B2AR arrestin	TRPV1 ag	BRCA1 expr up	p53 reactivator	ELG1 repair inh
C[C@H]1CN([C@@H](C)CO)C(=O)c2cccc(NC(=O)C3CC3)c2O[C@H]1CN(C)CC1CCCCC1	2%	3%	-6%	/	3%	0.3%	/	-5%	0%	5%
COC(=O)c1cnn2c(C(F)(F)F)cc(-c3ccccc3)nc12	-13%	3%[46.1 µM]	25%	5%	4%	-0.8%	-1	-9%	-7%	?
O=P(c1ccccc1)(c1ccccc1)C(c1ccccn1)P(=O)(c1ccccc1)c1ccccc1	2%	-18%	25%	14%	9%	-0.5%	-2	-17%	-2%	3%
CCOc1ccc(OCC)c(NC(=O)CSCC(=O)O)c1	-1%	1%	-2%	7%	5%	-0.8%	-3	10%	6%	1%
O=C(CN1C(=O)NC2(CCCc3ccccc32)C1=O)NCc1ccc(Cl)cc1Cl (stereo not given)	/	1%	-18%	4%	6%	-0.2%	17	-33%	/	-11%
CC(Sc1nnc(Cc2ccccc2)n1C)C(=O)NC1CC1 (stereo not given)	-5%	1%	-35%	/	10%	0.0%	-1	15%	-5%	9%
CCCCC(=O)N(CCOC)c1nnc(-c2ccc(OC)cc2)s1	-1%	1%	20%	5%	-1%	-0.9%	5	6%	-2%	5%
Cc1cc(C)n2nc(SCc3ccccc3C(=O)O)nc2n1	-2%	-4%	?	-1%	-3%	0.2%	-1	-7%	28%	14%
COC(=O)/C=C1\SC(=Nc2ccc(Cl)c(Cl)c2)NC1=O	0%	-3%	-24%	-4%	0%	0.0%	-6	-24%	-2%	-10%
Cc1ccccc1C(=O)Nc1cccc(C(=O)N/N=C/c2ccccn2)c1	-6%	0%	-9%	10%	-14%	-0.6%	-2	4%	0%	-5%
COc1cc(OC)c(N(C)S(=O)(=O)c2cccc(C(=O)OCc3c(C)noc3C)c2)cc1Cl	-1%	-17%	-40%	1%	-7%	0.5%	2	-43%	-1%	18µM*
C=CCC1NS(=O)(=O)OC(CCc2ccccc2)C1O (stereo not given)	-2%	-5%	-7%	-5%	-7%	0.5%	1	0%	/	-3%
COC(=O)[C@@]1(Cc2ccccc2)[C@H]2C(=O)N(C)C(=O)[C@H]2[C@H]2CN=C(SCC3CC3)N21	-9%	-5%[46.1 µM]	20%	/	-1%	-0.5%	/	9%	-9%	1%
COc1ccc(-c2nc(CS(=O)(=O)CC(=O)NCc3ccccc3OC)c(C)o2)cc1	-3%	-3%	25%	0%	-4%	4.2%	29	-19%	-12%	5%
CCn1c(SCC(=O)N2CCCC2)nc2c1c(=O)n(C)c(=O)n2C	-1%	/	9%[7.66 µM]	-3%	0%	-3.5%	-1	2%	-2%	7%
COCCN(C(=O)Cc1cccs1)C(C(=O)NCc1ccc(OC)cc1)c1ccc(C(C)C)cc1 (stereo not given)	-7%	2%	-32%[inhibitor]	-3%	1%	-1.3%	?	-14%	11%	?
Cc1ccc(-c2cc(C(=O)NCc3ccc4c(c3)OCO4)no2)cc1	-3%	-3%	5%	11%	0%	-0.4%	1	44%	?	?

Entries of single compounds, quoted from the list. Screens in order: TSG101-PTAP inh, TCR activator, Integrin act MD, CXXC DNA block, A-T KAP1 phos, B2AR arrestin, TRPV1 ag, BRCA1 expr up, p53 reactivator, ELG1 repair inh
Shown for COC(=O)/C=C1\SC(=Nc2ccc(Cl)c(Cl)c2)NC1=O = 0%, -3%, -24%, -4%, 0%, 0.0%, -6, -24%, -2%, -10%
Shown for C[C@H]1CN([C@@H](C)CO)C(=O)c2cccc(NC(=O)C3CC3)c2O[C@H]1CN(C)CC1CCCCC1 = 2%, 3%, -6%, /, 3%, 0.3%, /, -5%, 0%, 5%
